# Assay outcomes as filed in PubChem.
# MKP-3 inhibition = MKP-3 phosphatase inhibitors, primary screen, biochemical, rat enzyme, in vitro (AID 425); recombinant MKP-3 phosphatase activity, fluorescence; higher % means a stronger effect; inhibition, % at 20 µM, or IC50 in µM where a hit was titrated; 110,000 tested, 0.17% active; in the data active = inhibition above about 50%;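 note: plate controls were vehicle for no effect and reference inhibitor for full effect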
# Hsp70 inhibitors = Hsp70 inhibitors, probe displacement, primary screen, biochemical, fluorescence polarization (AID 583) | Hsp70 fluorescence polarization probe displacement, mP; higher % means a stronger effect | one-dose displacement, % at 20 µM; IC50 in µM for titrated hits | 140,000 tested, 0.06% active; in the data active = displacement above about 50%;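 note: plate controls were vehicle for no effect and reference ligand for full effect; a part of the inactive calls stands beside numbers as strong as those of hits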
# * marks the source's active call; other numbers are inactive results; x = not tested or not shown; & = joins results of further samples. Not all compounds are listed; the hit share may differ from the screen's.
MKP-3 inhibition	Hsp70 inhibitors	SMILES
1%	-3.1%	CC(=O)c1cccc(NC(=O)CC2S/C(=N\N=C(/C)c3ccc(F)cc3)NC2=O)c1 (stereo not drawn)
-1%	-3.1%	Cc1cccc(C)c1NC(=O)CSCC(=O)Nc1ccc2ccccc2c1
-14%	3.9%	CC(=O)N(Cc1cc(=O)[nH]c2ccccc12)c1cccc(C)c1
x	-0.8%	COc1cc(NC(=O)C2CCCN(c3ncccn3)C2)cc(OC)c1 (stereo not drawn)
-7%	-3.1%	CC(=O)c1c(C)[nH]c(C(=O)NCc2ccccc2Cl)c1C
-2%	-5.2%	CCC(C)NC(=O)CS(=O)Cc1nc(-c2cccc(OC)c2)oc1C (stereo not drawn)
x	2.3%	CCOC(=O)CSc1nnc(-c2ccccc2)o1
0%	2.4%	Cc1ccc(Cc2ccc(C(=O)Nc3ccc([N+](=O)[O-])cc3)o2)cc1

MKP-3 inhibition	Hsp70 inhibitors	SMILES
-2%	-2.7%	CC(C)Cc1[nH]c(=O)c(C#N)c2c1COC(C)(C)C2
-7%	x	O=C(O)c1cc(-c2ccccc2)nc2ccccc12
3%	0.0%	COC(=O)c1cc(NC(=O)c2ccccc2Br)cc(C(=O)OC)c1
2%	-2.3%	COCCOC(=O)C1=C(C)NC2=C(C(=O)CC(C)(C)C2)C1c1cccc(OCc2ccccc2)c1 (stereo not drawn)
-6%	4.7%	CCN(C(C)=O)c1nnc(CSc2nc3ccccc3s2)s1
-8%	-0.3%	Cc1ccc(S(=O)(=O)N(C)CCCC(=O)N2CCOCC2)cc1
-2%	5.9%	CCOC(=O)Cc1[nH]nc2c1C(c1cccc(OC)c1OC)C(C#N)=C(N)O2 (stereo not drawn)
x	-0.6%	CCC(C)(C(=O)NC1CCCCC1)N(Cc1cccs1)C(=O)Cc1cccs1 (stereo not drawn)

MKP-3 inhibition	Hsp70 inhibitors	SMILES
x	-5.6%	Clc1ccc(Nc2nc(-c3cccnc3)cs2)cc1
-9%	5.7%	O=C(NCC1CCCO1)C(C(=O)c1ccccc1)n1ccccc1=O (stereo not drawn)
0%	0.2%	CCc1ccccc1NC(=O)c1c(NC(=O)c2ccccc2Br)sc2c1CCC2
-1%	-2.4%	O=C(/C=C/c1ccccc1)N1CCN(Cc2ccc3c(c2)OCO3)CC1
2%	-3.3%	CCS(=O)(=O)N1CCCC(C(=O)NC2CCCCC2C)C1 (stereo not drawn)
1%	-1.2%	Cc1ccc(Cl)cc1NC(=O)/C(C#N)=C\c1ccc(I)o1
-4%	5.2%	COc1ccc(OC)c(C(c2nnnn2CCc2ccccc2)N2CCC(C(N)=O)CC2)c1 (stereo not drawn)
-1%	0.7%	COc1ccc(OC)c(NC2c3ccccc3C(=O)N2c2cccnc2)c1 (stereo not drawn)

MKP-3 inhibition	Hsp70 inhibitors	SMILES
x	13%	CCOC(=O)c1ccc(NC(=O)CSc2nnc(CNc3ccc(C)cc3)n2C)cc1
0%	-0.9%	COc1ccc(Br)cc1/C=C/C(=O)Nc1ccc2ccccc2c1
5%	-3.1%	COc1cc(C=O)cc(Br)c1OCc1c(C)no[n+]1[O-]
9%	2.8%	COc1cccc(CN2C(=O)CCC2(C)C(=O)NC2CCCCCC2)c1 (stereo not drawn)
-2%	-1.5%	CCOC(=O)c1ccc(NC(=O)c2ccccc2Cl)cc1
-3%	1.3%	COc1nnc(-c2ccc(C)c(S(=O)(=O)NCCO)c2)c2ccccc12
-1%	2.3%	O=C(Nc1ccccc1N1CCOCC1)c1ccc(Br)o1
x	3.1%	Cc1[nH]c2ccccc2c1C(=O)CSc1nncn1C

MKP-3 inhibition	Hsp70 inhibitors	SMILES
6%	2.8%	C/C(=N/NC(=O)c1ccc(CO)nc1)c1ccc(Br)cc1
0%	0.6%	CCCCC(C(=O)O)C(C)CC(=O)Nc1cccc(C(=O)O)c1 (stereo not drawn)
-6%	0.4%	CC(=O)N(c1ccc(Br)cc1)C1C=CS(=O)(=O)C1 (stereo not drawn)
-9%	-2.4%	O=C1c2ccccc2C(=O)N1CC(O)Cn1nnc2ccccc21 (stereo not drawn)
-2%	-1.7%	O=S(=O)(NCc1ccccn1)c1ccc(Br)s1
5%	6.2%	O=[N+]([O-])c1cccc(/C=N/Nc2ccc3nnnn3n2)c1
-1%	2.5%	Cc1cccc(N2CCC(N=CN3CCCCC3)=N2)c1
-5%	7.8%	CC12CN3CC(C)(CN(C1)C3c1ccc(Cl)cc1Cl)C2O (stereo not drawn)

MKP-3 inhibition	Hsp70 inhibitors	SMILES
-11%	4.2%	COC(=O)c1ccccc1NC(=O)CSc1ccccc1
1%	5.3%	O=[N+]([O-])c1ccc(N2CCCCC2)cc1NCCCO
x	0.6%	CC(C)(C)n1nnnc1C(c1cccs1)N1CCN(c2ccccc2)CC1 (stereo not drawn)
-1%	1.2%	COc1c(Cl)cc(C(=O)Nc2ccc(-c3nc4ccccc4o3)c(O)c2)cc1Cl
x	-1.7%	CCc1nc(SCc2nc3ccccc3[nH]2)c2oc3ccccc3c2n1
5%	1.2%	CC(C)OC(=O)C(C)Nc1n[nH]c(=S)[nH]c1=O (stereo not drawn)
x	4.9%	Cc1cc(C)n(-c2nc(O)cc(=O)[nH]2)n1
-8%	x	CCOc1ccc(NC(=O)CN(c2cc(C)cc(C)c2)S(=O)(=O)c2c(C)noc2C)cc1

MKP-3 inhibition	Hsp70 inhibitors	SMILES
2%	0.2%	CCCN(CCC)c1ccc(/C=N/NC(=O)c2cccc([N+](=O)[O-])c2)cc1
3%	2.8%	COc1ccc(C(CC(=O)O)NC(=O)COc2ccccc2)cc1 (stereo not drawn)
0%	4.0%	CC(=O)Nc1c(C(=O)N2CCN(c3ncccn3)CC2)cnn1-c1ccccc1Cl
-1%	x	CC(=O)N1CCc2cc(S(=O)(=O)NC3CCCc4ccccc43)ccc21 (stereo not drawn)
x	11%	Cc1ccc(-c2cc(-c3cccs3)[nH]n2)c(O)c1
0%	-3.9%	O=C(N/N=C/c1cc(Br)cc(Br)c1O)C(Oc1ccccc1)Oc1ccccc1
-12%	3.0%	O=C(c1ccccc1)N1CCN(C(=O)c2ccccc2Br)CC1
2%	-0.3%	COc1ccc(C(=O)N2CCN(Cc3cccc(OC)c3OC)CC2)cc1

MKP-3 inhibition	Hsp70 inhibitors	SMILES
x	-5.5%	O=C(Nc1ccc(Cl)cn1)c1ccccc1F
x	3.9%	Cc1ccc(S(=O)(=O)N=Nc2c(O)[nH]c3ccccc23)cc1
-5%	2.7%	COc1ccc(NS(=O)(=O)c2cc(OC)ccc2NC(=O)c2cc(C)oc2C)cc1
3%	-2.5%	CCOC(=O)N1CCN(C(=O)Cn2c(=O)sc3ccccc32)CC1
-16%	1.4%	CCn1cc(Br)c(C(=O)Nc2cccc(Cl)c2)n1
1%	-5.3%	O=C(CSc1nnnn1-c1ccccc1)NC(=O)Nc1ccc2c(c1)OCCO2
-1%	0.1%	CCOC(=O)/C(C#N)=C1/SC(CCO)C(=O)N1c1ccccc1 (stereo not drawn)
0%	1.7%	CC1=C(C)SC(=C(C#N)c2nnc(N3CCOCC3)n2-c2ccccc2)S1

MKP-3 inhibition	Hsp70 inhibitors	SMILES
-11%&3%	-2.0%&0.9%	O=C(Nc1nc2c(s1)C(=O)CCC2)c1ccccc1
-12%	2.3%	CCN1CCN(CCCNC(=O)Cn2cc3c(n2)CCCC3)CC1
-7%	-1.3%	COCCOC(=O)C1=C(C)NC2=C(C(=O)CCC2)C1c1ccc2c(c1)OCO2 (stereo not drawn)
-2%	0.4%	O=C(Nc1ccccc1F)c1ccccc1C(F)(F)F
-18%	-1.3%	O=c1c2c(-c3ccccc3)csc2nc2n1CCC2
x	-0.8%	COc1ccccc1OC(C)C(=O)Nc1nc(-c2ccc(S(=O)(=O)N3CCOCC3)cc2)cs1 (stereo not drawn)
x	2.8%	COc1ccccc1C(=O)Nc1cc2cc(Br)ccc2oc1=O
1%	13%	O=C1c2ccccc2C(=O)c2c(O)c(Oc3ccccc3)cc(O)c21

MKP-3 inhibition	Hsp70 inhibitors	SMILES
x	-2.6%	CCCS(=O)(=O)N1CCN(C(=O)COc2ccc(OC)cc2)CC1
2%	0.3%	COCCN1C(=O)C(=O)/C(=C(/O)c2ccccc2)C1c1cccc([N+](=O)[O-])c1 (stereo not drawn)
-2%	-0.9%	Cn1nc(-c2ccc(N3CCOCC3)c(NC(=O)COc3ccccc3)c2)c2ccccc2c1=O
4%	3.7%	NC1=NC(=O)/C(=C/c2ccccc2[N+](=O)[O-])S1
x	10%	Cc1cc(=O)oc(C)c1C(=O)OCC(=O)c1ccc(Cl)c(Cl)c1
x	3.4%	O=C1c2ccccc2C(=O)N1c1ccc(Cl)cn1
3%	-1.8%	CCCOC(=O)C1=C(C)N(CC)C(=O)NC1c1ccccc1[N+](=O)[O-] (stereo not drawn)
8%	1.8%	COc1cccc2c1NC(c1ccc(Cl)cc1)C1CC=CC21 (stereo not drawn)

MKP-3 inhibition	Hsp70 inhibitors	SMILES
1%	-1.6%	COc1cc(NC(=O)c2cc3n(n2)C(C(F)(F)F)CC(c2ccc(Br)cc2)N3)cc(OC)c1OC (stereo not drawn)
-6%	-0.3%	Cc1cc(Cl)c(S(=O)(=O)N2CCSCC2)cc1OCC(N)=O
-3%	-0.6%	CCOCCn1c(SC)nc2c1c(=O)[nH]c(=O)n2C
-7%	-0.5%	CC1(C)NC(=O)N(CC(O)COc2ccc(-c3ccc(C#N)cc3)cc2)C1=O (stereo not drawn)
x	11%	Cc1ccccc1S(=O)(=O)Nc1nc2ccccc2nc1NCCO
-9%	3.1%	Cc1ccc(C2N(c3ccc(Cl)c(Cl)c3)C(=O)C3CCCN32)o1 (stereo not drawn)
1%	0.2%	Cc1cccc(NC(=O)/C=C/c2ccc3c(c2)OCO3)n1
-5%	2.4%	NC(=O)CNC1CC(=O)N(c2ccc(Br)cc2)C1=O (stereo not drawn)

MKP-3 inhibition	Hsp70 inhibitors	SMILES
-12%	1.8%	Nc1ccc(C(=O)OCCCc2nc3ccccc3[nH]2)cc1
-14%	-5.3%	COc1ccc(C2CC(=O)NC3=C2C(=O)CCC3)cc1Cl (stereo not drawn)
-5%	2.0%	COCCCNC(=O)c1cc2c(=O)n(C)c3ccccc3c2n1C
4%	2.2%	COc1ccc(CC(=O)Nc2ccc3c(c2)OCO3)cc1OC
6%	3.0%	CC(C)C1=CC(=NS(=O)(=O)c2ccc(Cl)cc2)C=C(C(C)C)C1=O
-2%	-3.6%	CCCC(=O)Nc1ccc(NC(=O)CCc2ccccc2)cn1
-12%	-6.3%	Cc1ccc(S(=O)(=O)Cc2cn3cccnc3n2)cc1
0%	6.9%	Cc1ccc(C(=O)N2c3c(C)cccc3C(Nc3ccccc3C)CC2C)cc1 (stereo not drawn)

MKP-3 inhibition	Hsp70 inhibitors	SMILES
x	1.5%	O=C1/C(=C\Nc2ccccc2)CCN1c1ncccn1
-3%	4.0%	O=C(NCCCn1ccnc1)c1csc2ccccc12
-8%	8.2%	c1ccc(-c2ccc(-n3ccnc3)cc2)cc1
1%	-5.1%	COC(=O)c1ccc(/C=N/NC(=O)C2CC(=O)N(c3ccc(OC)cc3)C2)cc1 (stereo not drawn)
-5%	1.4%	COC(=O)c1c(N)c(C#N)c(C)n1-c1ccccc1
0%	1.9%	CN(C)NC(=O)Nc1cccc(Cl)c1
-16%	0.2%	Cc1cc(C(=O)CSc2nnc(-c3ccccc3)n2Cc2ccc3c(c2)OCO3)c(C)n1C
8%	6.0%	N#CC1=C(N)N(c2ccccc2Sc2ccccc2)C(=O)C1

MKP-3 inhibition	Hsp70 inhibitors	SMILES
5%	0.5%	C=CCN1C(=O)/C(=C\c2cc(Br)ccc2OCC)C(=O)NC1=S
4%	-0.6%	COc1ccc(-n2nc(C(=O)NCC(=O)N3CCN(c4ccccn4)CC3)c3ccccc3c2=O)cc1
-2%	5.1%	CC(=O)Nc1cccc(NC(=O)c2sc3ncn(CC(=O)N4CCCCC4)c(=O)c3c2C)c1
-9%	5.7%	CC1CCCN(C(=O)CN2CCN(C(=O)c3ccco3)CC2)C1 (stereo not drawn)
x	3.2%	O=C(CSc1nnc(-c2ccc(Cl)cc2)n1Cc1ccco1)NCc1ccc2c(c1)OCO2
12%	22%	CC(=O)Nc1cc(OC(C)=O)c2nonc2c1OC(C)=O
x	8.1%	COC(=O)c1cc(OC)c(OC)cc1NC(=O)Nc1ccc(OC)cc1
-2%	-6.4%	CC(=O)NC1=NN(C(C)=O)C(C)(c2cccc(OC(=O)c3ccccc3)c2)S1 (stereo not drawn)

# Among those listed so far, these contain a furan ring, fused or not.
MKP-3 inhibition	Hsp70 inhibitors	SMILES
0%	2.4%	Cc1ccc(Cc2ccc(C(=O)Nc3ccc([N+](=O)[O-])cc3)o2)cc1
1%	-1.2%	Cc1ccc(Cl)cc1NC(=O)/C(C#N)=C\c1ccc(I)o1
-1%	2.3%	O=C(Nc1ccccc1N1CCOCC1)c1ccc(Br)o1
x	-1.7%	CCc1nc(SCc2nc3ccccc3[nH]2)c2oc3ccccc3c2n1
-5%	2.7%	COc1ccc(NS(=O)(=O)c2cc(OC)ccc2NC(=O)c2cc(C)oc2C)cc1
-9%	3.1%	Cc1ccc(C2N(c3ccc(Cl)c(Cl)c3)C(=O)C3CCCN32)o1 (stereo not drawn)
-9%	5.7%	CC1CCCN(C(=O)CN2CCN(C(=O)c3ccco3)CC2)C1 (stereo not drawn)
x	3.2%	O=C(CSc1nnc(-c2ccc(Cl)cc2)n1Cc1ccco1)NCc1ccc2c(c1)OCO2

# More structures
MKP-3 inhibition	Hsp70 inhibitors	SMILES
x	9.3%	CNC(=O)C1CCC(=O)N1Cc1ccccc1Cl (stereo not drawn)
x	-1.7%	O=C(CNC(=O)c1ccco1)NCC(=O)OCc1ccc(C(=O)Oc2ccc(Cl)cc2)cc1
0%	1.5%	CCc1c(C)sc(NC(=O)c2ccc(OC)c(OC)c2)c1C(=O)OC
-1%	-1.8%	c1ccc(C(c2ccccc2)c2nc3ccccc3[nH]2)cc1
-3%	0.9%	COc1cc2c(cc1OC)-c1nnc(-c3ccc(Br)o3)n1C(C)(C)C2
